Source: PubChem (Sanford-Burnham Center for Chemical Genomics)
A3A deaminase: blocks human APOBEC3A ssDNA deamination; recombinant A3A, FAM/TAMRA ssDNA deamination fluorescence; inhibition, % at 20 µM; P31941; AID 493011; 330,000 tested, 0.41% active;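 active = at least 40% inhibition at 20 µM here, with at most 30% in a related deaminase screen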;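 note: plate controls were A3A with DMSO for no effect and wells lacking A3A enzyme for full effect; some results filed as inactive read as strong as hits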
mIAP act: increases mouse intestinal alkaline phosphatase activity; AID 2805; muIAP, CDP-Star luminescence, 30 min; active compounds read high; 1 = vehicle-only enzyme signal, 0 = enzyme-free wells; 330,000 tested, 0.24% active; activation factor at 10 µM;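 active = activation factor of at least 2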; note: the source names both 10 and 20 µM as test concentration; values of inactives mirror those of a sister screen read the other way
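System: mouse IAP enzyme. Reagent: CDP-Star chemiluminescent phosphatase substrate. Benchmarks: DMSO wells, no-enzyme wells. Times: 30 min enzyme-substrate-compound incubation at room temperature. Detection: luminescence from enzymatic CDP-Star hydrolysis. Doses: test compounds delivered from DMSO solution.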
hIAP inh: human IAP inhibition | P09923 | purified IAP, CDP-Star luminescence, 30 min | inhibition, % at 10 µM | 330,000 tested, 0.12% active;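 active = inhibition reaching a set limit with compound at 10 µM in the primary screen, cut at about 35% in these data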;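 note: plate controls were DMSO wells with enzyme for no effect and no-enzyme buffer wells for full effect; values of inactives mirror those of a sister screen read the other way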
Target sequence (P09923 whole entry, looked up): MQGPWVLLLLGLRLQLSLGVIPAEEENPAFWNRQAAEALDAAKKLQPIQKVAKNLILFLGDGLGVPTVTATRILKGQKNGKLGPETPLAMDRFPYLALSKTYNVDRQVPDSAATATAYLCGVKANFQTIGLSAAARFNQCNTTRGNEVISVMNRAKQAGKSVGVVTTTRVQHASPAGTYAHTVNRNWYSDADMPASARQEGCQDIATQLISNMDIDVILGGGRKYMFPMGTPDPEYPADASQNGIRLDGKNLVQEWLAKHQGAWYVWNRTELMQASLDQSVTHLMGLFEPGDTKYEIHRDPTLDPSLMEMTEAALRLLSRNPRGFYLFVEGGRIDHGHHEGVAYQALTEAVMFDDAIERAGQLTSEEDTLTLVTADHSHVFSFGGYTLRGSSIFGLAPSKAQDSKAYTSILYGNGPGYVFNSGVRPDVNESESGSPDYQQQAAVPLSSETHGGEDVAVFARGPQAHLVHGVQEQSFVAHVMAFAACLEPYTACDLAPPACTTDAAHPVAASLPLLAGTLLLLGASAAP
mIAP inh: blocks mouse intestinal alkaline phosphatase; purified mouse IAP, CDP-Star luminescence, 30 min; inhibition, % at 10 µM; 330,000 tested, 0.2% active;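 active = inhibition of at least 40% at 10 µM in the primary screen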;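 note: plate controls were DMSO with enzyme for no effect and no enzyme wells for full effect; values of inactives mirror those of a sister screen read the other way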
hIAP act: human IAP activation. 330,000 tested, 0.16% active. P09923. purified human IAP, CDP-Star luminescence, 30 min; active compounds read high; 1 = vehicle-only enzyme, 0 = enzyme-free background. activation factor at 10 µM;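 active = activation factor of the enzyme at least 2-fold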; note: the source names both 10 and 20 µM as test concentration; values of inactives mirror those of a sister screen read the other way
A3G deaminase: inhibitors of human APOBEC3G DNA deaminase; 330,000 tested, 0.28% active; AID 493012; Q9HC16; inhibition, % at 20 µM; recombinant A3G, ssDNA deamination FAM/TAMRA fluorescence;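 active = inhibition of at least 40% at 20 µM, with no more than 30% in the related APOBEC3A deaminase screen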;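 note: plate controls were DMSO wells with A3G for no effect and wells lacking A3G enzyme for full effect; some compounds called inactive have numbers as strong as hits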
Target sequence (Q9HC16 whole entry, looked up): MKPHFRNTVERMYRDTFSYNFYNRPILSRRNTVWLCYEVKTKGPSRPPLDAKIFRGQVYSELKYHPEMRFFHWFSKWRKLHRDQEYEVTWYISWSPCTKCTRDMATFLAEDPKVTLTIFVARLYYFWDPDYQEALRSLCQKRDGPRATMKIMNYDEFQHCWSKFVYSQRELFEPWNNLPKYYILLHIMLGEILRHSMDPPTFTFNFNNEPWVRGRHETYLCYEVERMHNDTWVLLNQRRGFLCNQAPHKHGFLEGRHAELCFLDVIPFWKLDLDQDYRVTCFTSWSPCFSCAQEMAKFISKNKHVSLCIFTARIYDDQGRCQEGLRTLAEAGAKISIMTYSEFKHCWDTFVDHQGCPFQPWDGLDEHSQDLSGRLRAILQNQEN
MPTP inh: inhibitors of mitochondrial permeability transition pore | isolated mouse mitochondria, Ca2+ swelling absorbance, 30 min | inhibition, % at 10 µM | 360,000 tested, 1.4% active;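 active = inhibition of 50% or more, scaled per plate between neutral and stimulator controls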;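 note: 0% = DMSO wells given calcium and 100% = 1 mM EGTA wells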
beta cell repl: MIN6 beta-cell proliferation induction. proliferation, % at 10 µM. AID 2380. 330,000 tested, 0.29% active. MIN6 cells proliferation, ATPlite luminescence, 48 h; cells starved in 0.2% serum; 100% = growth in 10% serum;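 active = compounds whose signal lies at least 3.5 SD above the mean of all wells on their plate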;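 note: 0% = DMSO-treated cells in low-serum medium and 100% = 10% serum control; some compounds called inactive have numbers as strong as hits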
NR3A LBD binder: modulators (binders) of human NR3A ligand-binding domain. Tm shift relative to glycine control, % at 25 µM. 340,000 tested, 2.5% active. AID 1259313. NR3A LBD differential scanning fluorimetry, Tm shift; 0% = protein alone, 100% = glycine-bound protein;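 active = melting temperature shift of at least 10% of the positive control shift, at one fixed dose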
Starred values were filed as active, the others as inactive; x = no result given. Hits appear at their usual frequency. About 5% of those tested had a hit in this group.

smiles	A3A deaminase	mIAP act	hIAP inh	mIAP inh	hIAP act	A3G deaminase	MPTP inh	beta cell repl	NR3A LBD binder
CCCCCC(=O)Nc1cccc2ccccc12	2	1.1	9	-7	0.91	3	3.0	-1	0
Cc1ccc2nc(SCC(=O)c3ccccc3)nc(=O)n2c1	-9	0.96	-4	4	1	16	0.2	-1	x
CC(C)C[C@H](NC(=O)c1nc[nH]c1C(=O)NC1CCNCC1)C(=O)OC(C)(C)C	-1	0.82	-22	18	1.2	-4	0.1	-2	0
Cc1cc(C(=O)NCCCN2CC(C)CC(C)C2)n(-c2ccccc2)n1 (stereo not given)	3	1.1	2	-9	0.98	-10	0.5	-5	4
S=C1CCC(c2ccc(Br)cc2)=NN1c1ccccc1	0	0.79	4	21	0.96	-2	1.6	0	0
COC(=O)CSc1nnc(-c2ccc(NS(=O)(=O)c3ccccc3)cc2)o1	-5	1.1	-11	-8	1.1	-4	-4.6	-4	-4
CC(=O)NC(Cc1ccccc1)C(=O)OCC(=O)c1ccc(F)cc1 (stereo not given)	5	0.97	-1	3	1	-3	1.0	-1	0
O=S(=O)(NCC1OCCc2ccccc21)c1ccccc1 (stereo not given)	4	1	21	-3	0.79	1	4.3	-2	-2
Cc1cccc(C)c1OCCNC(=O)OCc1ccccc1	7	0.94	4	6	0.96	-12	-1.8	-3	-1
Cc1noc(NS(=O)(=O)c2ccc(NC(=O)c3ccc(Cl)c(S(=O)(=O)N(C)c4ccccc4)c3)cc2)c1C	9	0.94	-11	6	1.1	6	-2.7	2	8
Cc1ccc(-c2ccc(/C=C(\C#N)C(N)=S)n2C)cc1	-2	0.79	0	21	1	-11	3.7	-4	5
COc1ccc(-c2[nH]ncc2CN2CCCO2)c(F)c1	-8	1.1	-4	-10	1	-6	-0.3	1	0
Cc1csc2nc(CNC(=O)c3ccco3)cn12	-15	1.1	-1	-8	1	4	-1.8	-1	2
COc1ccc(C)cc1NC(=O)c1ccc(S(=O)(=O)N2CCCCC2)cc1	2	1.1	6	-7	0.94	5	-0.7	0	1
CCN(C(=O)CSc1nccc(=O)[nH]1)c1cccc2ccccc12	-1	1.1	2	-6	0.98	-2	0.1	-3	3
CCCOc1ccc(/C=C/C(=O)Nc2ccc([N+](=O)[O-])cc2)cc1	-1	0.92	5	8	0.95	-8	82*	-3	27*
COc1ccc(CNC(=O)N[C@@H](CC(C)C)C(=O)O)cc1OC	-1	1	4	-3	0.96	-1	-0.2	1	-1
Cc1nn(C)cc1C(C(=O)NC1CCCCC1)N(Cc1ccc(F)cc1)C(=O)c1cnccn1 (stereo not given)	0	0.93	0	7	1	-3	0.3	-1	0
O=C(c1ccc2oc(Cc3ccc(Cl)cc3)nc2c1)N1CCCCC1CCO (stereo not given)	-3	0.99	-14	1	1.1	-12	-0.9	-3	10*
CC(=O)Nc1sc(C)c(C)c1C(=O)OC(C)C	3	1.1	-10	-5	1.1	3	0.6	0	-3
O=C(Cn1ncc2c(=O)oc3ccccc3c21)N(Cc1ccco1)C1CCCCC1	-7	0.95	10	5	0.9	-12	-1.1	2	-4
Cc1occc1C(=O)Nc1ccccc1NC(=O)c1ccoc1C	4	0.99	-3	1	1	-4	-0.4	1	-2
COc1cc(/C=C2\CCC/C(=C\c3ccc(O)c(OC)c3)C2=O)ccc1O	4	0.69	34	30	0.66	1	0.9	-5	2
CCOC(=O)c1nn(-c2ccccc2C)c(=O)cc1OCC(=O)N1CCN(c2ccccc2)CC1	2	0.96	-12	4	1.1	-4	-0.4	-4	5
COc1ccc(N(CC(=O)O)S(=O)(=O)c2ccccc2[N+](=O)[O-])c(OC)c1	6	1	2	-1	0.98	-9	1.0	3	4
CC(Sc1nnc(Nc2ccccc2F)s1)C(=O)NC1CC1 (stereo not given)	-1	1	-4	-2	1	-8	-0.8	-4	-1
CC1(C)CC(=O)C(C(C2=C(O)CC(C)(C)CC2=O)c2ccc(Cl)c([N+](=O)[O-])c2)C(=O)C1 (stereo not given)	-7	1.1	0	-13	1	-6	0.2	-5	1
O=C(NC1CCCc2c1cnn2-c1ccc(F)cc1F)c1ccccn1 (stereo not given)	1	1.1	10	-7	0.9	-3	6.6	-2	-2
Cc1ccc(N2/C(=N/c3nc(C)cc(C)n3)NC(=O)CC2C(=O)O)cc1 (stereo not given)	0	0.94	28	6	0.72	-3	0.0	-2	1
Cc1cc(C)c(NC(=O)c2oc3ccccc3c2COc2ccccc2)c(C)c1	-6	1	10	-4	0.9	-8	1.5	0	-2

Another view of part of the listing above:
Every second line gives: A3A deaminase, mIAP act, hIAP inh, mIAP inh, hIAP act, A3G deaminase, MPTP inh, beta cell repl, NR3A LBD binder
CC(=O)Nc1sc(C)c(C)c1C(=O)OC(C)C
 : 3, 1.1, -10, -5, 1.1, 3, 0.6, 0, -3
O=C(Cn1ncc2c(=O)oc3ccccc3c21)N(Cc1ccco1)C1CCCCC1
 : -7, 0.95, 10, 5, 0.9, -12, -1.1, 2, -4
Cc1occc1C(=O)Nc1ccccc1NC(=O)c1ccoc1C
 : 4, 0.99, -3, 1, 1, -4, -0.4, 1, -2
COc1cc(/C=C2\CCC/C(=C\c3ccc(O)c(OC)c3)C2=O)ccc1O
 : 4, 0.69, 34, 30, 0.66, 1, 0.9, -5, 2
CCOC(=O)c1nn(-c2ccccc2C)c(=O)cc1OCC(=O)N1CCN(c2ccccc2)CC1
 : 2, 0.96, -12, 4, 1.1, -4, -0.4, -4, 5
COc1ccc(N(CC(=O)O)S(=O)(=O)c2ccccc2[N+](=O)[O-])c(OC)c1
 : 6, 1, 2, -1, 0.98, -9, 1.0, 3, 4
CC(Sc1nnc(Nc2ccccc2F)s1)C(=O)NC1CC1 (stereo not given)
 : -1, 1, -4, -2, 1, -8, -0.8, -4, -1
CC1(C)CC(=O)C(C(C2=C(O)CC(C)(C)CC2=O)c2ccc(Cl)c([N+](=O)[O-])c2)C(=O)C1 (stereo not given)
 : -7, 1.1, 0, -13, 1, -6, 0.2, -5, 1
O=C(NC1CCCc2c1cnn2-c1ccc(F)cc1F)c1ccccn1 (stereo not given)
 : 1, 1.1, 10, -7, 0.9, -3, 6.6, -2, -2
Cc1ccc(N2/C(=N/c3nc(C)cc(C)n3)NC(=O)CC2C(=O)O)cc1 (stereo not given)
 : 0, 0.94, 28, 6, 0.72, -3, 0.0, -2, 1
Cc1cc(C)c(NC(=O)c2oc3ccccc3c2COc2ccccc2)c(C)c1
 : -6, 1, 10, -4, 0.9, -8, 1.5, 0, -2

(cont.)
smiles	A3A deaminase	mIAP act	hIAP inh	mIAP inh	hIAP act	A3G deaminase	MPTP inh	beta cell repl	NR3A LBD binder
C/C(=N\NC(=S)NCc1ccccc1)c1ccc(Cl)cc1	0	0.9	-15	10	1.2	-1	3.5	-5	-12
Cc1ccc(OCC(=O)N(C)CC(=O)Nc2cccc(F)c2)cc1	-3	0.98	2	2	0.98	-8	-1.3	1	8
CN1CCC[C@H]1CCNC(=O)c1c(-c2ccsc2)sc2ccccc12	0	1	17	-4	0.83	-8	-1.0	-6	2
COc1cccc(CNC(=O)c2cccnc2Sc2ccccc2)c1	8	0.97	-16	2	1.2	0	0.4	3	-41
O=C(/C=C/c1cccc(F)c1)OCC(=O)N1CCCc2ccccc21	10	0.88	13	12	0.87	-6	0.7	8	1
C/C(=N\O)c1c(C)c2ccccc2n1C	3	1	-1	-2	1	2	-0.6	-2	-1
Oc1ccccc1Nc1nc(NCC2CCCO2)c2ccccc2n1 (stereo not given)	5	1.1	1	-6	0.99	2	6.2	-5	-1
COc1ccc(S(=O)(=O)NCCSc2ccc(Cl)cc2)cc1OC	-4	1.1	2	-12	0.98	-10	8.1	-2	-8
COc1ccccc1NS(=O)(=O)c1cccc2nsnc12	-1	1	-9	0	1.1	-4	0.5	-2	-1
COc1ccc(CCC(=O)NCC2CCCCC2)cc1OC	-3	1	11	-2	0.89	-7	1.1	-2	0
COc1cc(S(=O)(=O)N(Cc2cccs2)CC2CCCO2)ccc1-n1cnnn1 (stereo not given)	5	1	-3	-3	1	2	1.8	-1	0
Cc1cc(NC(=O)c2cccs2)ncc1NC(=O)C(C)C	0	1	-1	-3	1	2	0.8	-3	-4
CCCS(=O)(=O)C/C(N)=N/OC(=O)c1ccccc1Cl	-3	0.96	4	4	0.96	-7	3.2	-4	-1
CCSc1nnc(NC(=O)c2ccc(S(=O)(=O)N(C)C)cc2)s1	-2	0.98	7	2	0.93	-5	-0.1	-2	2
CCOC(=O)c1cc(OC(=O)c2cccnc2)n(-c2ccccc2)n1	-1	1	3	-1	0.97	-2	x	1	x
CCC(Sc1nc(-c2ccccc2)c(-c2ccccc2)[nH]1)C(=O)O (stereo not given)	-3	0.93	0	7	1	-3	-0.2	-4	2
CC(=O)Nc1ccc(NC(=O)C(C)n2nc([N+](=O)[O-])c(Br)c2C)cc1 (stereo not given)	-3	0.92	1	8	0.99	-5	0.9	-2	3
Cc1csc(=O)n1CCC(=O)N(C)Cc1c(F)cccc1Cl	-2	1.1	-10	-14	1.1	-3	0.3	-2	-1
O=C(NNC(=O)C1CC1c1ccccc1)c1ccccc1F (stereo not given)	0	0.94	-30	6	1.3	-7	0.7	-3	-1
O=C(COc1cccc(NC(=O)c2ccccc2)c1)c1ccccc1	0	1.1	2	-6	0.98	-3	-0.6	-1	-36
CC1CCc2c(sc(NS(=O)(=O)c3ccccc3)c2C(=O)OC(C)C)C1 (stereo not given)	0	0.95	8	5	0.93	-1	0.2	-2	-10
O=C(N/N=C/c1ccccc1F)c1ccccc1OCc1ccccc1	1	0.95	15	5	0.85	-5	0.2	2	1
CC1=CS(=O)(=O)CC1Sc1nc(C)n[nH]1 (stereo not given)	-2	1	-4	-1	1	-4	0.0	0	3
COc1ccc(-n2nc(C(=O)NCC(=O)NC3CCCCC3)c3ccccc3c2=O)cc1	1	0.97	3	3	0.97	-4	-0.3	0	4
CCOc1ccc2nnc(-c3ccc(Br)cc3)n2n1	-2	1	-14	-4	1.1	-3	0.5	-4	-3
CCOC(=O)N1CCN(c2nc(C(F)(F)F)nc3c(C)cc(C)cc23)CC1	0	0.95	-10	5	1.1	-2	2.2	-5	-6
CCc1ccccc1-n1c(SCC(=O)c2c(N)n(C3CC3)c(=O)[nH]c2=O)nnc1N1CCOCC1	24	0.97	-5	3	1	-1	-0.4	0	2
O=C(Cn1ccc(C(F)(F)F)n1)Nc1cccc(S(=O)(=O)N2CCCCC2)c1	5	1.1	12	-10	0.88	-2	-0.4	-2	-8
CN(C)CCCN1CC(C(=O)O)CC1=O (stereo not given)	-3	1.2	20	-16	0.8	-12	1.8	-4	1
Cc1ccc(C2=NN(C(=O)c3cccs3)C(c3ccccc3O)C2)cc1 (stereo not given)	-1	0.99	4	1	0.96	-3	4.6	-5	5
COCC(=O)Nc1ccc(C(=O)Nc2ccccc2Cl)cc1	0	1	7	-1	0.93	0	x	-3	x
Cc1ccc(/C=N/NC(=O)c2nnn(-c3nonc3N)c2CSc2ccccc2)cc1	-1	1.1	6	-5	0.94	-3	6.3	1	40*
